High-throughput results from PubChem BioAssay.
NCI-60 one-dose screen, 48 h, at 10 µM unless noted. Numbers give growth in % (100 = growth as untreated, 0 = no growth, -100 = all killed).
SK-MEL-28: SK-MEL-28 melanoma; actives 4.1% (n = 81,000)
SK-MEL-2: SK-MEL-2 melanoma. actives 4.7% (n = 77,000)
MALME-3M: MALME-3M melanoma | AID 1794766 | actives 5.8% (n = 78,000)
LOX IMVI: LOX IMVI melanoma | actives 7.4% (n = 79,000) | AID 1794757
UACC-257: UACC-257 melanoma | actives 4.4% (n = 78,000) | AID 1794764
T-47D: T-47D breast cancer. actives 5% (n = 79,000). AID 1794792
HS 578T: HS 578T breast cancer. actives 4.1% (n = 78,000). AID 1794788
SK-MEL-5: SK-MEL-5 melanoma; actives 6.4% (n = 80,000)
* marks the source's active call; other numbers are inactive results; nt = not tested or not shown; & = joins results of further samples. How the source made its calls: active means growth percent below 10; inactive means the rest.

1. CO[C@H]1/C=C/O[C@@]2(C)Oc3c(C)c(O)c4c(O)c(c(/C=[N+]([O-])/[N+]([O-])=C/c5c6c(O)c7c(O)c(C)c8c(c7c5O)C(=O)[C@@](C)(O/C=C/[C@H](OC)[C@@H](C)[C@@H](OC(C)=O)[C@H](C)[C@H](O)[C@H](C)[C@@H](O)[C@@H](C)/C=C/C=C(/C)C(=O)N6)O8)c(O)c4c3C2=O)NC(=O)/C(C)=C\C=C\[C@H](C)[C@H](O)[C@@H](C)[C@@H](O)[C@@H](C)[C@H](OC(C)=O)[C@@H]1C
2. Cn1c(=O)c2[nH]c(SCC(=O)Nc3ccc(C(=O)/C=C/c4cccc([N+](=O)[O-])c4)cc3)nc2n(C)c1=O
3. CCN(CC)CC#CCOC(=O)[C@]1(C)CCC[C@]2(C)c3ccc(C(C)C)cc3CC[C@@H]12
4. Cc1c(C(=O)/C=C/c2ccc3ccccc3c2)[n+]([O-])c2cc(F)ccc2[n+]1[O-]
5. c1csc(-c2c3ccc(=[N+]4CCCCC4)cc-3oc3cc(N4CCCCC4)ccc23)c1
6. O=C(O)c1ccc(S)cc1
Assay by compound	1	2	3	4	5	6
SK-MEL-28	107	111	85	107	-66*	103
SK-MEL-2	101	96	99	105	-69*	101
MALME-3M	109	114	77	124	-59*	112
LOX IMVI	101	96	93	98	-76*	99
UACC-257	91	93	86	96	-70*	96
T-47D	85	92	79	91	-61*	101
HS 578T	101	91	90	nt	-21*	103
SK-MEL-5	99	99	77	97	-90*	101

Single records, from the list above. Order of screens: SK-MEL-28 | SK-MEL-2 | MALME-3M | LOX IMVI | UACC-257 | T-47D | HS 578T | SK-MEL-5
Cc1c(C(=O)/C=C/c2ccc3ccccc3c2)[n+]([O-])c2cc(F)ccc2[n+]1[O-] is listed as 107 | 105 | 124 | 98 | 96 | 91 | nt | 97
c1csc(-c2c3ccc(=[N+]4CCCCC4)cc-3oc3cc(N4CCCCC4)ccc23)c1 is listed as -66* | -69* | -59* | -76* | -70* | -61* | -21* | -90*
CO[C@H]1/C=C/O[C@@]2(C)Oc3c(C)c(O)c4c(O)c(c(/C=[N+]([O-])/[N+]([O-])=C/c5c6c(O)c7c(O)c(C)c8c(c7c5O)C(=O)[C@@](C)(O/C=C/[C@H](OC)[C@@H](C)[C@@H](OC(C)=O)[C@H](C)[C@H](O)[C@H](C)[C@@H](O)[C@@H](C)/C=C/C=C(/C)C(=O)N6)O8)c(O)c4c3C2=O)NC(=O)/C(C)=C\C=C\[C@H](C)[C@H](O)[C@@H](C)[C@@H](O)[C@@H](C)[C@H](OC(C)=O)[C@@H]1C is listed as 107 | 101 | 109 | 101 | 91 | 85 | 101 | 99
Cn1c(=O)c2[nH]c(SCC(=O)Nc3ccc(C(=O)/C=C/c4cccc([N+](=O)[O-])c4)cc3)nc2n(C)c1=O is listed as 111 | 96 | 114 | 96 | 93 | 92 | 91 | 99
CCN(CC)CC#CCOC(=O)[C@]1(C)CCC[C@]2(C)c3ccc(C(C)C)cc3CC[C@@H]12 is listed as 85 | 99 | 77 | 93 | 86 | 79 | 90 | 77

Following part
7. COC(=O)c1c(C=O)cccc1[N+](=O)[O-]
8. CCCCOc1ccc(OCCN2CCN(C(=O)OCC)CC2)cc1
9. CC1=C(C(=O)Nc2ccccc2)C(c2cccc([N+](=O)[O-])c2)C(C(=O)Nc2ccccc2)=C(C)N1
10. COC(=O)c1c(C)c2n(c1C)C(=O)C(c1ccccc1)=C2
11. O=C(Nc1cccnc1Nc1ccc(Cl)cc1)c1cn(Cc2ccc(F)cc2)nn1
12. CC(CO)C1CCCCC1 (stereo not given)
Assay by compound	7	8	9	10	11	12
SK-MEL-28	106	107	79	91	115	109
SK-MEL-2	91	101	83	78	102	110
MALME-3M	91	102	69	82	117	96
LOX IMVI	96	95	58	74	104	94
UACC-257	98	75	89	18	105	113
T-47D	nt	56	nt	37	90	103
HS 578T	92	103	65	103	93	107
SK-MEL-5	108	81	63	84	100	103

13. CO[C@H]1CO[C@H]2[C@@H]1OC[C@H]2O
14. COc1ccc(C(=O)c2ccc(OC)cc2O)c(O)c1
15. COc1cc(-c2nccc3cc4c(cc23)OCO4)cc(OC)c1OC
16. CC#CC(=O)N1CCC[C@H]1c1nc(-c2ccc(C(=O)Nc3ccccn3)cc2)c2c(N)nccn12
17. COc1ccc(C(=O)c2ccc([N+](=O)[O-])cc2)c(OC)c1OC
18. Cc1ccc(OC(=O)CCC(=O)Oc2ccc(C)cc2C)c(C)c1
Assay by compound	13	14	15	16	17	18
SK-MEL-28	108	105	40&57	88	118	115
SK-MEL-2	101	109	9.1*	nt	130	107
MALME-3M	98	93	45&62	99	128	150
LOX IMVI	101	106	30&32	94	105	92
UACC-257	109	107	39&53	58	98	82
T-47D	103	121	32&28	58	102	100
HS 578T	nt	111	54&19	nt	122	102
SK-MEL-5	108	98	6.7*	87	nt	104

19. Cc1ccc(/C(=N\N=C(N)N)C2CC2)cc1
20. COc1ccc(CCNCCCOc2cc3c(Nc4ccc(S(=O)(=O)Nc5cc(C)on5)cc4)ncnc3cc2OC)cc1OC
21. Nc1ncnc2c1N=C(c1ccc(Cl)cc1)CC(c1sc(Cl)nc1Cl)N2 (stereo not given)
22. Cn1ccnc1C(=O)/C=C/c1ccc(CC(=O)Nc2cc(C(F)(F)F)cc(C(F)(F)F)c2)cc1
23. O=C(CN1N=C(c2ccc(F)cc2)CCC1=O)Nc1nc2ccccc2s1
24. COc1ccc(NC(=O)/C=C(C)/C=C/C=C(C)/C=C/C2=C(C)CCCC2(C)C)cc1
Assay by compound	19	20	21	22	23	24
SK-MEL-28	120	102	103	91	100	105
SK-MEL-2	104	113	nt	102	93	62
MALME-3M	131	100	104	78	-70*	68
LOX IMVI	101	96	79	56	-89*	68
UACC-257	89	105	87	73	88	87
T-47D	94	100	88	52	83	18
HS 578T	nt	101	80	67	68	88
SK-MEL-5	106	104	79	76	89	110

25. CCc1c(Nc2ccc(C)c(C)c2)[nH]c(N)nc1=S
26. O=c1cc(Cn2cc(CSc3nc4ccccc4o3)nn2)c2c(ccc3ccccc32)o1
27. CC(C)(C)n1nc(C2CC2)cc1NC(=O)Nc1ccccc1
28. Cc1cc(C)n(-c2nc(-c3no[n+]([O-])c3-c3ccccc3)cs2)n1
29. O=C(/C=C/c1ccccn1)c1cc(Cl)ccc1O
30. COc1ccc(C2N=C(SCC(=O)Nc3ccc(S(=O)(=O)Nc4cc(C)on4)cc3)NC(C)=C2C(C)=O)cc1 (stereo not given)
Assay by compound	25	26	27	28	29	30
SK-MEL-28	109	105	102	118	97	111
SK-MEL-2	101	98	120	105	110	115
MALME-3M	97	97	110	103	95	109
LOX IMVI	109	87	100	94	83	100
UACC-257	95	99	nt	106	85	104
T-47D	79	83	115	91	60	103
HS 578T	103	85	109	95	93	98
SK-MEL-5	98	96	102	nt	99	102

31. CCCCCCCCCCOc1cc2c(=O)c(C(=O)OCC)c[nH]c2cc1OCC
32. Brc1ccc2c(-c3cncn3Cc3ccc(I)cc3)c[nH]c2c1
33. CCCNc1nc2ccccc2c2c(=O)c3cc(F)ccc3sc12
34. Cc1ccccc1C1OC2=C(Nc3ccc(Cl)cc3N2)C1=O (stereo not given)
35. O=C1NN(c2ccccc2)C(c2ccc(Cl)cc2)N2CCC[C@H]12 (stereo not given in full)
36. COC(=S)SCc1cc(=O)oc2ccc(C)cc12
Assay by compound	31	32	33	34	35	36
SK-MEL-28	103&105	101	104	116	104	102
SK-MEL-2	95&108	113	111	92	107	99
MALME-3M	108&95	82	95	98	92	101
LOX IMVI	99&86	64	84	87	88	93
UACC-257	126&108	89	102	88	95	115
T-47D	102&110	72	75	72	100	88
HS 578T	119&67	94	69	86	92	108
SK-MEL-5	100&112	84	96	83	96	107

A different layout for some results above:
1. CO[C@H]1/C=C/O[C@@]2(C)Oc3c(C)c(O)c4c(O)c(c(/C=[N+]([O-])/[N+]([O-])=C/c5c6c(O)c7c(O)c(C)c8c(c7c5O)C(=O)[C@@](C)(O/C=C/[C@H](OC)[C@@H](C)[C@@H](OC(C)=O)[C@H](C)[C@H](O)[C@H](C)[C@@H](O)[C@@H](C)/C=C/C=C(/C)C(=O)N6)O8)c(O)c4c3C2=O)NC(=O)/C(C)=C\C=C\[C@H](C)[C@H](O)[C@@H](C)[C@@H](O)[C@@H](C)[C@H](OC(C)=O)[C@@H]1C
  SK-MEL-28: 107 | SK-MEL-2: 101 | MALME-3M: 109 | LOX IMVI: 101 | UACC-257: 91 | T-47D: 85 | HS 578T: 101 | SK-MEL-5: 99
2. Cn1c(=O)c2[nH]c(SCC(=O)Nc3ccc(C(=O)/C=C/c4cccc([N+](=O)[O-])c4)cc3)nc2n(C)c1=O
  SK-MEL-28: 111 | SK-MEL-2: 96 | MALME-3M: 114 | LOX IMVI: 96 | UACC-257: 93 | T-47D: 92 | HS 578T: 91 | SK-MEL-5: 99
3. CCN(CC)CC#CCOC(=O)[C@]1(C)CCC[C@]2(C)c3ccc(C(C)C)cc3CC[C@@H]12
  SK-MEL-28: 85 | SK-MEL-2: 99 | MALME-3M: 77 | LOX IMVI: 93 | UACC-257: 86 | T-47D: 79 | HS 578T: 90 | SK-MEL-5: 77

Following part:
37. CCOC(=O)c1c(C)nn(CC(O)c2ccccc2)c1NC(=O)Nc1cccc2ccccc12 (stereo not given)
38. COc1ccc2c(c1)CC[C@@H]1[C@@H]2CC[C@]2(C)C3C(=CCC4C(=O)N(c5ccccc5)C(=O)C43)C[C@@H]12 (stereo not given in full)
39. C[n+]1ccc(/C(C#N)=N/O)cc1
40. COc1ccc([C@@H]2C(=O)N(c3cc(OC)c(OC)c(OC)c3)[C@H]2c2ccc(OC)c(O)c2)cc1
41. COc1ccc2c(c1)C(=O)/C(=C/c1cnccc1OC)CC2
42. CCCCN1C=C(C)N(CCCC)CC1
Assay by compound	37	38	39	40	41	42
SK-MEL-28	113	105	109	68	97	117
SK-MEL-2	92	96	107	21	101	118
MALME-3M	95	96	117	69	109	119
LOX IMVI	95	84	95	19	103	81
UACC-257	81	86	95	57	87	98
T-47D	90	100	110	95	89	100
HS 578T	96	98	nt	15	94	nt
SK-MEL-5	92	90	104	-23*	98	108

43. Cc1nccc2c3ccc(OCc4cn(-c5ccc(Cl)cc5)nn4)cc3n(CCCc3ccccc3)c12
44. O=C(NCc1ccc2c(c1)OCO2)c1cccc(Nc2cnccn2)c1
45. O=C(Oc1ccc(/C=C/c2cc(OC(=O)c3ccc([N+](=O)[O-])cc3)cc(OC(=O)c3ccc([N+](=O)[O-])cc3)c2)cc1)c1ccc([N+](=O)[O-])cc1
46. N#Cc1nc2c(S(=O)(=O)c3ccccc3)c(N)n(Cc3cccnc3)c2nc1C#N
47. CCOC(=O)C1(C(=O)OCC)CCN(S(=O)(=O)c2ccccc2)CC1
48. CC(=O)c1ccc(N2C(=O)c3ccc(Oc4ccccc4)cc3C2=O)cc1
Assay by compound	43	44	45	46	47	48
SK-MEL-28	-34*	111	112	89	110	111
SK-MEL-2	91	102	106	111	104	110
MALME-3M	-7.8*	98	112	78	102	106
LOX IMVI	0.3*	88	102	88	90	103
UACC-257	-35*	106	107	80	95	118
T-47D	75	81	102	59	89	106
HS 578T	-36*	93	96	60	nt	115
SK-MEL-5	68	38	99	94	96	103

49. O=C(O)c1ccc(-c2nn(-c3ccc(C(=O)O)cc3)cc2CNc2ccc(F)c(F)c2)cc1
50. COc1ccc(-c2cnc3ncnn3c2-c2cc(OC)c(OC)c(OC)c2)cc1O
51. COc1ccc(OC)c(C(=O)c2oc3ccc(Br)cc3c2N)c1
52. Cc1cc(OC(=O)c2ccc([N+](=O)[O-])cc2)nc2[nH]c(=O)sc12
53. CCn1c(SCC(=O)N2CCN(c3cc4c(cc3F)c(=O)c(C(=O)O)cn4C3CC3)CC2)nnc1-c1ccc(OC)c(OC)c1
54. Cc1ccccc1OS(=O)(=O)c1cccc([N+](=O)[O-])c1
Assay by compound	49	50	51	52	53	54
SK-MEL-28	98	103	38	109	96	124
SK-MEL-2	107	93	-9.8*	104	93	106
MALME-3M	82	102	35	107	96	123
LOX IMVI	95	97	33	99	100	97
UACC-257	91	109	50	104	103	99
T-47D	90	85	38	100	79	94
HS 578T	90	96	nt	96	111	108
SK-MEL-5	95	nt	32	100	101	nt

55. CNC(=S)NS(=O)(=O)c1ccc(NNc2c3ccccc3nc3ccccc23)cc1
56. Fc1ccc(COc2cccc(-c3nc4sccn4c3-c3ccccc3)c2)cc1
57. Nc1nccc(OCCO)n1
58. CCCCn1c(=O)c(/C=C/C(=O)/C=C(O)/C=C/c2cc3cc(Cl)ccc3n(CCCC)c2=O)cc2cc(Cl)ccc21
Assay by compound	55	56	57	58
SK-MEL-28	106	106	112	107
SK-MEL-2	96	104	100	104
MALME-3M	91	118	108	109
LOX IMVI	84	90	97	98
UACC-257	88	107	98	97
T-47D	60	73	94	99
HS 578T	107	104	107	100
SK-MEL-5	84	93	99	110
